# Rab7 wt modul: modulators of GTP binding to dog Rab7 wildtype GTPase; GST-Rab7 beads, fluorescent GTP binding, flow cytometry; actives lie on both sides; untreated = 100%, excess cold GTP = 0%; GTP binding activity (percent of control), % at 10 µM; actives 0.055% (n = 190,000); AID 758;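 active = fluorescent GTP binding to Rab7 beads changed by at least 20 points from the 100% baseline, either direction, mostly lower; inconclusive = compound itself probably fluorescent, or too few beads counted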;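 note: median green fluorescence of bound Bodipy-FL-GTP per Rab7 bead population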
# ABCG2 block: inhibitors of human ABCG2 transporter, ABCB1 counter-screen; IgMXP3 cells, JC-1 efflux, flow cytometry; inhibition, % at 6.6 µM; actives 0.1% (n = 190,000); AID 1325;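 active = inhibition above 80%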;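 note: 0% = DMSO and 100% = nicardipine control wells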
# Target sequence (Q9UNQ0 whole entry, looked up): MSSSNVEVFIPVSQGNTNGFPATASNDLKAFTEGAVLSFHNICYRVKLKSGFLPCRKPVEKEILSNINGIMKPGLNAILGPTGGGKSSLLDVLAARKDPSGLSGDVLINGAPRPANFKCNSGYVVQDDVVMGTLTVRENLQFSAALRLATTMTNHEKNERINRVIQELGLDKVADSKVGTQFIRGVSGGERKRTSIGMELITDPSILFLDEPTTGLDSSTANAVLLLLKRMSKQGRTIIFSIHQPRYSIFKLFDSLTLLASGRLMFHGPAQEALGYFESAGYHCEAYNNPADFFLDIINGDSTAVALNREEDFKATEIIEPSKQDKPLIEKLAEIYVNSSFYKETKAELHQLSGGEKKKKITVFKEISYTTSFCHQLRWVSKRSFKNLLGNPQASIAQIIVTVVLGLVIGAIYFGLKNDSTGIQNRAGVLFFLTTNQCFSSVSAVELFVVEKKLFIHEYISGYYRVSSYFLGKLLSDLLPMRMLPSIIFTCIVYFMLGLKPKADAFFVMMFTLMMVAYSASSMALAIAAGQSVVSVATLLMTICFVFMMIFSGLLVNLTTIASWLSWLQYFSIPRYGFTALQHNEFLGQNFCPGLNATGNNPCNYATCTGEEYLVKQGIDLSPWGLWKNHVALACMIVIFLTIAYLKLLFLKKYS
#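 System: two drug-resistant human cell lines, ABCG2 and ABCB1; controls: nicardipine high and DMSO low controls; times: 10 min exposure at 25 °C with rotation, no wash; detection: flow cytometry of retained JC-1 fluorescence; read-out basis: percent efflux inhibition, scaled nicardipine 100% to DMSO 0%; doses: one concentration, 6.6 µM final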
# HRas wt GTP: modulators of GTP binding to human HRas wildtype; P01112; GST-Ras wt beads, Bodipy-FL-GTP binding, flow cytometry; actives lie on both sides; GTP binding activity, % at 10 µM; actives 0.14% (n = 190,000); AID 759;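 active = GTP binding activity at least 20% away from the 100% baseline, either lowered as inhibitor or raised as activator; inconclusive = flagged as likely green fluorescent, judged across all proteins in the well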;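 note: 0% = unlabeled GTP competition control and 100% = no-compound control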
# Target sequence (P01112 whole entry, looked up): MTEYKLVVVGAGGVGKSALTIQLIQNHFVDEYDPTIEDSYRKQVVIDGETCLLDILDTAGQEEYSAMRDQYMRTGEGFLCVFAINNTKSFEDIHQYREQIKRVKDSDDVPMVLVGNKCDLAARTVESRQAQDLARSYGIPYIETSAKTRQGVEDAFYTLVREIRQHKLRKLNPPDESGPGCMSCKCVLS
# Cdc42 wt: changes GTP binding to wildtype human Cdc42; GST-Cdc42 beads, Bodipy-GTP binding, flow cytometry; actives lie on both sides; AID 761; actives 0.2% (n = 190,000); P60953; percent activity (GTP binding), % at 10 µM;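 active = percent activity GTP binding at least 20 points away from the 100% baseline, either down as inhibitor or up as activator; inconclusive = compound flagged as likely green fluorescent from well-wide comparison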;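 note: median bead fluorescence of bound Bodipy-FL-GTP at 100 nM; 0% = excess unlabeled GTP control and 100% = no compound control; below 100% means less GTP binding so inhibitor and above means activator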
# Target sequence (P60953 whole entry, looked up): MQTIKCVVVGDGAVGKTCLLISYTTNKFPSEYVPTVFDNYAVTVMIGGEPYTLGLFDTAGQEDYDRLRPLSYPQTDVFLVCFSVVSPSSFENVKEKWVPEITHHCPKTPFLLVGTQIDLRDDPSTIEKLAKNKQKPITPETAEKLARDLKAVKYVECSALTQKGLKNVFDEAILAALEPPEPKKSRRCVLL
# ABCB1 inh: inhibitors of human ABCB1 transporter, ABCG2 counter-screen; AID 1326; actives 0.067% (n = 190,000); inhibition, % at 6.6 µM; P08183; CCRF-Adr cells, JC-1 efflux, flow cytometry; in the data active = inhibition above about 40%;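 note: 0% = vehicle and 100% = reference inhibitor; higher value means more JC-1 retained so stronger ABCB1 efflux block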
# Avidin bead fluor: avidin bead compound fluorescence profile; AID 1775; fluorescence (KMESF) at 10 µM; Avidin beads, compound fluorescence 488/530 nm, flow cytometry; hits give high values; actives 0.38% (n = 220,000); in the data active = fluorescence above about 47; note: inactives centre near 10
# Pf gamet viab: inhibitors of late stage P. falciparum gametocyte viability; P. falciparum stage V gametocytes, ATP luminescence, 24 h; inhibition, % at 10.9 µM; actives 0.065% (n = 150,000); AID 743093;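 active = inhibition above the mean plus 3 SD of compounds within the control limits, set per campaign, cut at about 38% in these data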;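 note: 0% = DMSO wells and 100% = medium only without gametocytes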
# Rac1 act GTP bind: modulators of GTP binding to human Rac1 activated mutant | P63000 | GST-Rac1 activated beads, fluorescent GTP binding, flow cytometry; actives lie on both sides; 100% means binding = to untreated wells | percent activity (GTP binding), % at 10 µM | actives 0.11% (n = 190,000) | AID 764;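 active = GTP binding at least 20 percentage points away from the 100% baseline, in either direction, so actives lie on both sides; inconclusive = Compound likely fluorescent itself, or too few beads counted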
# Rac1 wt modul: alters GTP binding to wildtype human Rac1; P63000; GST-Rac1 beads, fluorescent GTP binding, flow cytometry; actives lie on both sides; 0 = cold GTP competed, 100 = untreated; GTP binding activity (% of control), % at 10 µM; actives 0.27% (n = 190,000); AID 757;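 active = GTP binding activity at least 20 points away from the 100% control level, either lower or higher; inconclusive = compound flagged as likely green fluorescent, judged across all proteins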
# Mcl1 Noxa PPI: disrupts binding of human Mcl-1 to Noxa peptide; Q07820; TR-FRET Mcl-1/Noxa peptide binding, 2 h; inhibition, % at 21.7 µM; actives 1.5% (n = 220,000);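 active = compounds that cut the protein-peptide binding signal by more than 50% relative to plate controls in a single-dose test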;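 note: His-tagged Mcl-1 with rhodamine Noxa BH3 peptide and terbium anti-His antibody; 0% = Mcl-1 plus Noxa peptide wells and 100% = peptide-only wells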
# Rab2 wt GTP: changes GTP binding to wildtype dog Rab2A, up or down. GST-Rab2 wt beads, Bodipy-GTP binding, flow cytometry. GTP binding activity, % at 10 µM. actives 0.19% (n = 190,000);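 active = GTP binding activity at least 20 points away from 100%, either lowered or raised; inconclusive = signal likely due to the compound's own green fluorescence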;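 note: 0% = beads with excess unlabeled GTP and 100% = no-compound control corrected for plate trend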
# An asterisk follows results filed as active; ? = inconclusive; . = no result given.
SMILES,Rab7 wt modul,ABCG2 block,HRas wt GTP,Cdc42 wt,ABCB1 inh,Avidin bead fluor,Pf gamet viab,Rac1 act GTP bind,Rac1 wt modul,Mcl1 Noxa PPI,Rab2 wt GTP
CCN1C(=O)C(CC(=O)NC2CCCCC2)N(CC)C1=O (stereo not given),98,1,101,102,0.2,35,13,99,101,13,99
O=c1[nH]c(CN2CCCC2)nc2sc3c(c12)CCC3,?,3,?,?,0.8,23,2,?,?,11,?
Cc1nn(-c2ccccc2)c2sc(C(=O)N(CC(=O)NC3CCCC3)Cc3ccco3)cc12,95,7,98,100,3.9,6,26,98,99,-22,98
Cn1c(SCC(=O)c2ccc3c(c2)OCO3)nnc1C1COc2ccccc2O1 (stereo not given),100,0,99,96,0.1,5,-7,94,96,18,98
Cc1c(C(=O)O)cccc1-n1c(C)cc(/C=N/NC(=O)c2cc3ccccc3o2)c1C,94,-10,93,96,-1.5,11,-5,94,96,13,91
Cn1cnnc1Sc1cc(N2CCN(S(=O)(=O)c3ccccc3)CC2)ccc1[N+](=O)[O-],98,3,98,99,0.7,6,.,97,102,13,100
CNc1nc(-c2ccccc2)nc(-c2ccc(OC)cc2)c1C#N,95,0,96,97,-0.4,8,-10,93,97,12,97
O=C1c2ccccc2C(=O)C1c1ccnc2ccccc12,98,1,101,100,0.5,22,.,96,103,31,100
CCc1ccc(N2CC(C(=O)Nc3nccs3)CC2=O)cc1 (stereo not given),100,8,102,99,0.9,14,0,100,106,10,102
O=C(OCc1nnc(-c2ccccc2)o1)c1cc([N+](=O)[O-])ccc1Cl,100,2,94,93,-0.6,9,0,90,89,-9,93
COc1cc(/C=N/Nc2nc(Nc3ccccc3)nc(N3CCOCC3)n2)ccc1OC(=O)c1ccco1,97,-3,95,97,0.6,10,3,97,101,10,96
O=C(N/N=C/c1cccs1)c1cccc(S(=O)(=O)Nc2ccc(Cl)cc2)c1,110,4,102,96,-0.1,10,-19,94,102,29,103
CC(N=C1CC(C)(C)CC(=O)/C1=C(/O)CCCN1C(=O)c2ccccc2C1=O)C(=O)O (stereo not given),95,4,101,97,0.8,6,7,94,101,14,97
O=C1CCC(=O)N1CNc1cccnc1,103,1,105,106,0.2,7,.,103,108,-4,102
COc1cccc(OC)c1C(=O)Nn1c(-c2cccc(C)c2)nc2ccccc2c1=O,104,1,96,95,0.9,5,0,92,97,12,100
Cc1csc(NC(=O)Nc2ccc(Cl)cc2)n1,94,0,97,98,0.0,5,.,98,99,10,98
CCOC(=O)CNc1c(-c2ccc(F)cc2)nc2cnccn12,99,14,101,101,0.1,14,.,100,101,.,100
CCOC(=O)c1c(N)sc2c(O)c(Br)ccc12,98,-7,98,98,-4.3,4,.,96,100,40,97
O=C1c2cccc3c([N+](=O)[O-])ccc(c23)C(=O)N1c1nccs1,98,8,98,102,1.7,4,1,96,107,37,100
Cc1ccc(S(=O)(=O)c2nnn3c2nc(N2CCCCC2)c2ccccc23)cc1,97,11,97,97,5.2,14,11,99,97,-44,96
Cc1ccc(NC(=O)C2C3C=CC4(CN(Cc5cccnc5)C(=O)C24)O3)cc1 (stereo not given),97,-3,102,102,-3.2,5,.,99,106,-9,100
COC(=O)c1ccc(NC(=S)NCC2CC2)cc1,92,4,93,98,0.7,11,-14,95,98,24,95
c1ccc(N2CCN(c3nc4ccccc4n4nnnc34)CC2)cc1,101,3,101,102,0.9,11,-17,99,101,8,101
CNc1nc(-c2ccccc2)nnc1C(F)(F)F,97,8,99,98,-0.4,11,-14,102,104,0,99
Cc1cc(Nc2nc3c(c(=O)n(C)c(=O)n3C)n2C)n(-c2ccc(Cl)cc2)n1,107,17,111,110,1.3,12,12,106,113,-11,112
O=C(CNc1cc(S(=O)(=O)N2CCCC2)ccc1OCC(F)(F)F)Nc1cccc(C(F)(F)F)c1,96,11,99,102,1.3,14,0,100,103,27,98
O=C(NNS(=O)(=O)c1ccccc1)C1CCN(S(=O)(=O)c2ccc(Cl)cc2)CC1,107,1,103,108,0.2,9,.,101,108,20,106
O=C(CSc1nc(O)c(C2CCCCC2)c(=O)[nH]1)NCC1CCCO1 (stereo not given),96,7,99,102,1.0,24,-16,99,100,-17,99
Cc1cccc(N(CC(=O)NCc2ccc(F)cc2)C(=O)c2csnn2)c1C,98,6,98,100,2.1,8,.,95,100,2,97
CCOc1ccc(C(=O)NCC2CCCO2)cc1 (stereo not given),94,1,96,97,-0.2,11,.,94,96,3,98
COc1cccc(/C=N/NC(=O)CNC(=O)c2ccc(S(=O)(=O)N3CCCC3)cc2)c1OC,105,1,102,90,-0.2,25,.,95,101,17,97
Cc1nnc(NC(=O)CSc2nnc(CCc3nc4ccccc4[nH]3)n2C)s1,97,0,99,98,0.0,8,17,98,101,-4,97
CCNC(=O)CC1C(=O)N(c2ccc(OC)cc2)C(=O)N1Cc1ccc(OC)cc1 (stereo not given),102,2,103,106,0.6,6,-10,101,104,1,105
CC(=O)Nc1cccc(NC(=O)Nc2ccc(F)cc2F)c1,103,2,100,96,0.3,14,.,105,97,7,100
O=C(c1ccco1)c1coc2c1cc(O)c1ccccc12,100,0,96,95,-0.2,6,.,94,94,23,97
O=C(CN1CCN(C(=O)c2ccccc2F)CC1)Nc1ccc(Br)cc1,99,1,101,104,0.1,5,8,100,105,2,100

# 3 entries from above, arranged by their value in Avidin bead fluor, low to high:
Compound,Avidin bead fluor
Cc1nnc(NC(=O)CSc2nnc(CCc3nc4ccccc4[nH]3)n2C)s1,8
CCOc1ccc(C(=O)NCC2CCCO2)cc1 (stereo not given),11
CC(=O)Nc1cccc(NC(=O)Nc2ccc(F)cc2F)c1,14

# (next part)
SMILES,Rab7 wt modul,ABCG2 block,HRas wt GTP,Cdc42 wt,ABCB1 inh,Avidin bead fluor,Pf gamet viab,Rac1 act GTP bind,Rac1 wt modul,Mcl1 Noxa PPI,Rab2 wt GTP
CCOc1ccccc1N(CC(=O)Nc1c(C)n(C)n(-c2ccccc2)c1=O)S(=O)(=O)c1ccccc1,96,2,98,99,0.3,9,3,95,95,2,97
Cc1ccc([N+](=O)[O-])cc1S(=O)(=O)N(C(=O)c1ccncc1)c1ccc2oc3c(c2c1)CCCC3,94,-1,98,95,0.4,2,-23,98,100,-3,95
Cc1cccc(-n2ncc3c(NCCc4ccc(S(N)(=O)=O)cc4)ncnc32)c1,101,2,101,102,0.0,22,.,100,109,5,96
COc1cc(C(=O)NCc2nnc(SCC(=O)Nc3nc4ccc(C)cc4s3)o2)cc(OC)c1OC,99,-7,99,99,-2.3,19,7,100,103,0,100
O=C(CCC(=O)c1ccc(F)cc1)Nc1cccc(S(=O)(=O)Nc2cccc(Cl)c2)c1,99,16,97,95,0.4,14,-19,94,96,21,95
CCN1CCc2nc3ccccc3c(C(=O)Nc3ccc(C#N)cc3)c2C1,96,4,97,96,1.4,19,.,95,95,12,98
CCCOc1ccc(Br)cc1CSC(=N)N,101,0,99,100,0.3,16,0,100,100,26,100
C/C=C/c1ccc(OCC(O)CN2CCCCCCC2)c(OC)c1 (stereo not given),100,4,98,98,1.7,7,-19,96,95,12,98
CC(=O)Oc1ccc(/C=C2\N=C(C3CCCCC3)OC2=O)cc1,96,8,97,98,1.1,12,.,95,100,-4,98
Cn1c(NC(=O)c2cccnc2)nc2ccccc21,99,7,102,102,0.3,9,.,97,102,6,99
COc1cccc(C2CC(c3ccccc3Cl)n3nnnc3N2)c1 (stereo not given),100,0,104,101,-0.1,8,.,100,100,4,105
Cc1ccc(C(=O)COc2nc(C)cc(C)c2C#N)cc1,95,1,101,102,-2.7,6,0,99,100,-10,101
Cc1ccc(NC(=O)CSc2nnc(C)n2-c2ccccc2)cc1,91,0,97,96,-0.1,6,.,95,100,4,96
O=C(CSc1ncn[nH]1)Nc1nsc(-c2ccccc2)n1,101,3,106,102,.,2,8,104,104,-16,103
CC1Cc2ccccc2N1C(=O)CSc1nnc(-c2ccccc2)c(-c2ccccc2)n1 (stereo not given),101,44,100,98,4.3,7,28,98,99,-5,100
COc1ccccc1CN1C(=O)c2ccccc2C1C(=O)NC1CCC(C)CC1 (stereo not given),100,1,101,99,1.1,24,12,101,104,8,100
CCOC(=O)c1cccc(NC(=O)C2CCCN(S(=O)(=O)c3c(C)n[nH]c3C)C2)c1 (stereo not given),98,5,100,101,0.3,20,8,99,100,17,100
CCCN1CCN(c2nc(-c3cccs3)nc3ccccc23)CC1,99,5,97,100,6.3,2,.,100,101,53*,100
COc1ccc(C2(C(=O)N3CCOCC3)CCOCC2)cc1OC,103,1,101,104,0.4,10,.,100,105,-4,102
CC(C)c1nnc(NC(=O)c2ccc(N3C(=O)CCC3=O)cc2)s1,102,1,100,104,0.2,8,.,103,107,-6,101
O=C(CN(Cc1ccccc1)S(=O)(=O)c1ccc2c(c1)OCCO2)N/N=C/c1cccc(Br)c1,100,7,102,101,4.1,13,-25,100,100,3,98
O=C(OCc1nc2ccccc2s1)c1ccco1,103,6,98,98,0.6,7,-3,95,101,-6,98
N#CCCSc1ccccc1NC(=O)c1ccc(S(=O)(=O)N2CCCC2)cc1,97,4,95,93,0.9,13,.,97,95,28,96
Cn1cnnc1-c1cccc(NS(=O)(=O)c2ccc(N3CCCC3=O)cc2)c1,100,0,101,104,0.0,7,-15,101,105,-1,99
CCc1ccc(/C=N/NC(=O)c2cc(-c3ccccc3OC)nc3ccccc23)s1,95,2,97,101,0.6,3,.,102,103,-31,97
CCOC(=O)N1CCN(C(=O)CNC(=O)Cc2ccc(Cl)cc2)CC1,104,2,103,107,0.2,11,.,103,105,-2,105
CCCSc1nsc(SCCC)c1C(N)=O,99,5,101,104,0.5,11,.,101,104,12,100
C=CCc1cc(C)ccc1OCC(O)CN1CCN(c2ccccc2)CC1 (stereo not given),97,1,98,97,0.2,8,11,96,97,14,95
Cc1ccccc1Cn1c(CN2CCN(C(=O)c3ccco3)CC2)nc2c1c(=O)n(C)c(=O)n2C,?,1,?,?,2.0,7,.,?,?,-11,?
CCc1nc2ccccc2n1CCC(C)C,99,0,103,105,0.1,8,.,99,107,3,102

# Mcl1 Noxa PPI, hit marks shown above.
compound | Rab7 wt modul | HRas wt GTP | Cdc42 wt | Avidin bead fluor | Rac1 act GTP bind | Rac1 wt modul | Mcl1 Noxa PPI | Rab2 wt GTP
CCCN1CCN(c2nc(-c3cccs3)nc3ccccc23)CC1 | 99 | 97 | 100 | 2 | 100 | 101 | 53* | 100

# Assay outcomes from PubChem BioAssay.
